ERG-DNA inh = blocks human ERG Ets domain binding to DNA; P11308; fluorescence polarization, His-ERG Ets domain / labelled DNA; Potency, µM (top dose mostly 76.9 µM), for the others: top-dose FP activity, negative = inhibition, usual class: inhibitors; hit rate 0.028% among 370,000; active means well fitted inhibition curve with a large enough effect in the polarisation, with a control signal flat; inconclusive means small, poorly fitted or top-dose-only effect, or effect the other way, or a change in a side signal; inactive means no such curve, though single readings can be large or run the other way; the % refers to the polarisation;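 further: polarization taken with two DNA probes labelled with fluorescein and Texas red; potency means the concentration at half of the fitted maximal effect; % of control where 0% means no effect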
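His-tagged ERG Ets domain (1 uM in the protein solution; 300mM KCl, 50mM Tris-HCl, 1mM EDTA, 1mM DTT, pH 7.5) received compound, then a probe mix of 5 nM fluorescein-DNA and 100nM Texas-615-DNA. Fluorescence polarization was read for both dyes.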
G9a block = blocks human histone lysine methyltransferase G9a; Q96KQ7; G9a H3K9 monomethylation, AlphaScreen, 2 h; Potency, µM (series often up to 102 µM), inactives show at the highest dose activity, negative = inhibition, most hits filed as inhibitors; hit rate 8.8% among 350,000; further: potency means the concentration at half of the fitted maximal effect; on the % scale 0 is the no-effect control and ±100 the full control effect; nearly all actives have a fitted effect of over 75% in size
Target sequence (Q96KQ7 913-1193 limits assumed): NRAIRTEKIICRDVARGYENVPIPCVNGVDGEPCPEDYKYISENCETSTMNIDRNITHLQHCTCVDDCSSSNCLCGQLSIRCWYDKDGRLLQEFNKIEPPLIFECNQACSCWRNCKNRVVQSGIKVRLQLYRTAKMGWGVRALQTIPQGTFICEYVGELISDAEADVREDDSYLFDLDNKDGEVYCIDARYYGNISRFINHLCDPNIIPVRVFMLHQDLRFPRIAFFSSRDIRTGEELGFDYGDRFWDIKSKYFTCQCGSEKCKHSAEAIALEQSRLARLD
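Methyltransferase reactions run at room temperature for 2 h (20 nM enzyme, 500 nM biotin-H3K9 peptide, 20 uM SAM) after a 15 min compound preincubation; product detected by AlphaScreen beads and anti-H3K9me1 antibody.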
Pin1 inh = human Pin1 inhibition. Q13526. Pin1 FP peptide displacement, HiFluor488, 10 min. Potency, µM (doses to about 115 µM), for the others: at the highest dose activity, negative = inhibition, usual class: inhibitors. hit rate 0.009% among 390,000; active means well fitted inhibition curve with a large enough effect in the polarisation, with a control signal flat, not every such curve was filed as active; inconclusive means small, poorly fitted or top-dose-only effect, or effect the other way, or a change in a side signal; inactive means no such curve, though single readings can be large or run the other way; the % refers to the polarisation; further: potency means the concentration at half of the fitted maximal effect; on the % scale 0 is the no-effect control and ±100 the full control effect
Target sequence (Q13526 whole entry, looked up): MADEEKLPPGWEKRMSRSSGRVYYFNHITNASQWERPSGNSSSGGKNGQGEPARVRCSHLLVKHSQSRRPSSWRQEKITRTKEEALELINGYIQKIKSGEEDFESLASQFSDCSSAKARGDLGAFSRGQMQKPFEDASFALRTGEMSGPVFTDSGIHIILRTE
PI4K2A block = inhibitors of human PI4K2A | Q9BTU6 | purified PI4K2A, ADP-Glo luminescence, 1 h; stronger effect = lower value | activity change, negative = inhibition, % at 76.9 µM | hit rate 0.13% among 420,000 | AID 1346378; in the data active means activity change below about -50%; inconclusive means mostly about -30% to -49%;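 further: -100% = wells without enzyme as full effect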
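In this quantitative HTS, ADP production by PI4K2A was quantified luminescently after 1 h at ambient temperature; 100 microM adenosine served as plate-quality control.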
GLS inhibitor = inhibitors of human glutaminase (GLS); hit rate 0.21% among 410,000; GLS enzymatic activity, qHTS titration; Potency, µM (highest dose often 45.5 µM), for the others: top-dose activity change, negative = inhibition, usual class: inhibitors; O94925; further: potency means the concentration at half of the fitted maximal effect; on the % scale 0 is the no-effect control and ±100 the full control effect
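Human kidney-isoform GLS in 45 mM KH2PO4 pH 8.2, 0.02% Tween-20, with compound, started with 1mM L-Glutamine (added stock). Glutamate oxidase/HRP/Amplex red coupled fluorescence read at start and after 30 min at RT.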
BAZ2B block = BAZ2B (human) inhibition | hit rate 4.4% among 360,000 | Potency, µM (series often up to 114 µM), without a hit: at the top dose activity change, negative = inhibition, hits mostly inhibitors | AID 504333 | AlphaScreen BAZ2B-H3K14Ac peptide displacement | Q9UIF8; further: potency means the concentration at half of the fitted maximal effect; on the % scale 0 is the no-effect control and ±100 the full control effect; nearly all actives have a fitted effect of over 60% in size
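AlphaScreen luminescence quantifies BAZ2B engagement of H3K14Ac peptide; the protein and biotinylated peptide are both at 50 nM final, buffer PBS pH 7.4 with 0.01% Tween-20, all steps at room temperature.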
PGK inhibitor = inhibitors of T. brucei phosphoglycerate kinase; PGK/GAPDH coupled, Kinase-Glo luminescence, 60 min; Potency, µM (highest dose often 57.5 µM), without a hit: top-dose activity change, negative = inhibition, most hits filed as inhibitors; hit rate 0.043% among 380,000; AID 602233; further: potency means the concentration at half of the fitted maximal effect; on the % scale 0 is the no-effect control and ±100 the full control effect; nearly all actives have a fitted effect of over 60% in size
Target sequence (P07378 whole entry, looked up): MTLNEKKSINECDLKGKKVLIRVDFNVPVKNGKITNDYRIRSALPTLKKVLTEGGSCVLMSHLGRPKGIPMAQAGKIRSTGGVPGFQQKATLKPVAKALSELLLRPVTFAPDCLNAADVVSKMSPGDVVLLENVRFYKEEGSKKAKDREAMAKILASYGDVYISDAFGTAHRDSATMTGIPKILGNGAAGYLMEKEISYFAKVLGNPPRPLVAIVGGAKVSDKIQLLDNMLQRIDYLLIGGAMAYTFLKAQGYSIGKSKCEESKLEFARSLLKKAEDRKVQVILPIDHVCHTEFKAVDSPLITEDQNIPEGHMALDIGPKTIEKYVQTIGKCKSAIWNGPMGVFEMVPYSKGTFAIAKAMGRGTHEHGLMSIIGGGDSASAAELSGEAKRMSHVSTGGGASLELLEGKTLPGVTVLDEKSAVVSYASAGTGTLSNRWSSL
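Luminescent ATP detection (Kinase-Glo Plus) follows a 60-minute room-temperature incubation, with wells lacking PGK as controls. Buffer: 100 mM TEA (pH 7.6), 5 mM MgCl2, 0.01% Tween-20. Coupling enzyme GAPDH (100 nM final) supplies unstable 1,3-BPG in-well.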
HP1b binding inh = HP1-beta chromodomain-methylated histone interaction inhibition. hit rate 0.56% among 390,000. AID 540317. Potency, µM (series often up to 114 µM), without a hit: at the highest dose activity change, negative = inhibition, most hits filed as inhibitors. AlphaScreen HP1-beta / biotin-H3K9me3 peptide binding; further: potency means the concentration at half of the fitted maximal effect; nearly all actives have a fitted effect of over 70% in size; inactives centre near 23
Target sequence (P83916 whole entry, looked up): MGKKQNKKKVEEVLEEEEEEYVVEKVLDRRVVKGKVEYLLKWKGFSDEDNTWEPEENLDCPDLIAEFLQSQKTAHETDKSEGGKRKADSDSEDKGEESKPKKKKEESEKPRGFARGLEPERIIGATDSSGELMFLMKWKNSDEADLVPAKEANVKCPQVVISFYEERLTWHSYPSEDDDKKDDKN
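AlphaScreen: HP1-beta (50 nM) preformed 30 min with biotin-H3(1-18)K9me3 peptide (50 nM) in PBS pH 7.4, 0.01% Tween-20. Compound added for 30 min at RT, then streptavidin donor/nickel chelate acceptor beads (10 ug/mL) for 30 min.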
JMJD2A Tudor inh = JMJD2A Tudor domain (human) inhibition; AlphaScreen JMJD2A-Tudor / H3K4me3 peptide binding; Potency, µM (doses to about 114 µM), for inactives: at the highest dose activity change, negative = inhibition, hits mostly inhibitors; hit rate 4.4% among 390,000; AID 504339; further: potency means the concentration at half of the fitted maximal effect; on the % scale 0 is the no-effect control and ±100 the full control effect; nearly all actives have a fitted effect of over 50% in size
Active calls of the source: *; i = inactive; ? = inconclusive; . = not tested or not shown; & = joins results of further samples; ! = not active in a repeat; [ ] = remark or other dose. Unless noted, the call rests on the fitted dose curve; in most records, active means well fitted curve in the direction sought with a large enough effect; inconclusive means small, poorly fitted or top-dose-only effect, or another doubt; inactive means no such curve, though single readings can be large; an effect the other way counts as inactive or inconclusive.

1. Cc1cc(C)nc(N/N=C/c2ccccc2OCC(=O)O)n1
2. CS(=O)(=O)N(CC(=O)N1CCCCCC1)c1cccc(F)c1
3. Cc1ccc(NC(=O)CCNS(=O)(=O)c2ccc3c(c2)CCC(=O)N3)cc1
4. CC1CCCCC1NC(=O)CCn1c(=O)sc2ccccc21 (stereo not drawn)
5. CN(C)CCCN1c2ccccc2Sc2ccc(Cl)cc21
6. Cc1cccc(NC(=O)C2CC(=O)n3ncnc3N2)c1 (stereo not drawn)
Compound	1	2	3	4	5	6
ERG-DNA inh	10%	7%	16%	8%	-8%&9%	-1%
G9a block	-4%[2.33 µM]	12%	23%	?	71µM*!	0%
Pin1 inh	3%	3%	0%	-8%	?	-7%
PI4K2A block	-5	1	9	-2	1&-1&-2&-4	0
GLS inhibitor	?	-2%	-12%	-1%	-2%&38%&23%	?
BAZ2B block	2%	-8%	-3%	0%	40µM*	4%
PGK inhibitor	-8%	5%	-5%	-9%	7%&-14%	i
HP1b binding inh	0%	22%	33%	43%[activator]	?	7%
JMJD2A Tudor inh	2.5µM*	-9%	-6%	-4%	20µM*	-11%

7. CCCCN(C(=S)Nc1cccc(C)c1C)c1c(N)n(CCC)c(=O)[nH]c1=O
8. COc1cccc(NC(=O)CN(C)C(=O)CNC(=O)c2ccc(Oc3ccccc3)cc2)c1
9. CCOc1ccc(CN(C)CC(=O)Nc2ccccc2C(=O)NC2CC2)cc1
10. O=C(Nc1ccccc1)c1ccc(=O)[nH]n1
11. Cc1cc(C)cc(NC(=O)C2C3C=CC4(O3)C2C(=O)N(CCCN(C)C)C4C(=O)NC2CCCC(C)C2C)c1 (stereo not drawn)
12. Nc1cc(Br)c(N)c(Br)c1
Compound	7	8	9	10	11	12
ERG-DNA inh	8%	7%	9%	4%	-6%	-6%
G9a block	-3%	-33%	-3%	-8%[2.33 µM]	?	50µM*
Pin1 inh	-2%	1%	-4%	-10%	-6%	2%
PI4K2A block	4	1	-4	-2	2	-7
GLS inhibitor	11%	-8%	-5%	6%	-10%	40%[activator]
BAZ2B block	-9%	2%	1%	9%	0%	-32%
PGK inhibitor	6%	i	3%	3%	-6%	8%
HP1b binding inh	21%	3%	27%	14%	28%	-4%
JMJD2A Tudor inh	-4%	-24%	-11%	0%	4%	-15%

13. Cc1cccc(C(=O)Nc2nnc(Cc3ccccc3)s2)c1
14. Cc1csc(NC(=O)CSc2nnc(-c3ccoc3C)n2Cc2ccco2)n1
15. Cc1noc(C)c1COC(=O)c1cccnc1Cl
16. O=C(NNC(=O)c1cccc2ccccc12)c1ccco1
17. Cc1nn(C(=O)c2cccc(F)c2)c(C)c1S(=O)(=O)N1CCCCCC1
18. COc1cc(CNn2cn[nH]c2=S)cc(Cl)c1OCc1ccc(F)cc1
Compound	13	14	15	16	17	18
ERG-DNA inh	-8%	5%	-7%	1%	0%	-4%
G9a block	10%	-28%[12.7 µM]	1%	8%[59 µM]	-31%[59 µM]	5.6µM*
Pin1 inh	-1%	6%	0%	1%	1%	3%
PI4K2A block	28	-2	1	-2	2	-6
GLS inhibitor	-4%	1%	-4%	28%	-2%	-3%
BAZ2B block	12%	?	-17%	8%	-1%	1%
PGK inhibitor	3%	1%	1%	-1%	0%	-9%
HP1b binding inh	40%[activator]	7%	31%	13%	49%[activator][57 µM]	18%
JMJD2A Tudor inh	-11%	?	8%	-18%	29%	-19%

19. CCN(CC(=O)Nc1ccc(S(=O)(=O)N2CCCC2)cc1)CC(=O)Nc1ccccc1C(F)(F)F
20. Clc1ccc(COc2ccccc2CNCc2cccnc2)cc1
21. Cc1noc(C)c1S(=O)(=O)N(CC(=O)NCc1ccccc1)c1ccc(C(C)C)cc1
22. COc1cc(/C=C(/C#N)c2ccccc2F)ccc1OCc1ccccc1
23. Cc1ccc(S(=O)(=O)NCC(=O)OCC(=O)c2cccs2)cc1
24. Cc1c(N=N/C(C(=O)Nc2ccccc2)=C(/O)c2ccccc2)c(=O)n(-c2ccccc2)n1C
Compound	19	20	21	22	23	24
ERG-DNA inh	4%	-3%	5%&1%	-3%	9%	-3%
G9a block	.	?	43%[activator]	28%	6%[2.33 µM]	14µM*
Pin1 inh	2%	-7%	1%&-7%	32%[activator]	0%	?
PI4K2A block	1	10	5&0	0	0	-2
GLS inhibitor	9%	11%	1%&2%	0%	7%	11%
BAZ2B block	.	-38%	-1%	28%	8%	8.9µM*
PGK inhibitor	-2%	i	1%&-10%	-7%	i	1%
HP1b binding inh	43%[activator]	-4%	8%[57 µM]	150%[activator]	12%	-4%
JMJD2A Tudor inh	-11%	-28%	-3%&-15%	58%[activator]	-5%	?

25. COc1ccc(C)cc1C(=O)CCC(=O)Nc1ccccc1N1CCOCC1
26. Cc1ccc(Sc2cc(C(F)(F)F)nc(N(C)C)n2)cc1
27. COc1ccc(CCNC(=O)CC(c2ccccc2)c2cc(C)ccc2O)cc1OC (stereo not drawn)
28. Cc1ccccc1OCC(=O)NCCN(C)C
29. Cc1sc(NC(=O)C2CSC3(C)CCC(=O)N23)nc1-c1ccccc1 (stereo not drawn)
30. COc1ccc(/C=N/Nc2ncnc3c2[nH]c2ccccc23)c(OC)c1OC
Compound	25	26	27	28	29	30
ERG-DNA inh	-10%	5%	-2%	6%	6%	-7%
G9a block	?	8%[59 µM]	1%[2.33 µM]	?	50µM*	17%[59 µM]
Pin1 inh	24%	-6%	-1%	-2%	4%	8%
PI4K2A block	3	-2	0	-3	-5	-5
GLS inhibitor	0%	0%	-9%	2%	-2%	1%
BAZ2B block	6%	1%	-9%	.	?	5%
PGK inhibitor	-4%	i	-3%	-3%	4%	-9%
HP1b binding inh	70%[activator]	49%[activator]	3%	14%	-5%	16%
JMJD2A Tudor inh	-12%	7%	-32%	-15%	-33%	-31%

31. CCN(CC)S(=O)(=O)c1ccc(C(=O)NNC2=NS(=O)(=O)c3ccccc32)cc1
32. CCc1ccccc1NC(=O)CN1CCN(CC(=O)NCc2ccc(Cl)cc2)CC1
33. C=CCNc1nc(Cl)nc(Nc2ccc(OC)cc2)n1
34. Cc1ccc(-c2noc(-c3nnn(CC(=O)Nc4ccc(C)c(Cl)c4)c3N)n2)cc1
35. CCn1c(SCC(=O)Nc2nccs2)nnc1-c1ccncc1
36. COc1ccc(S(=O)(=O)N(C)CC(=O)NCCN2CCOCC2)cc1C
Compound	31	32	33	34	35	36
ERG-DNA inh	12%	-1%	6%	2%	-13%	-18%
G9a block	-10%	-4%[12.7 µM]	20%	-4%[59 µM]	-3%[12.7 µM]	8%
Pin1 inh	1%	3%	1%	-9%	-1%	-3%
PI4K2A block	0	0	-11	0	-3	2
GLS inhibitor	23%	2%	-3%	3%	-3%	-5%
BAZ2B block	2%	0%	-26%	-7%	4%	-1%
PGK inhibitor	-11%	2%	-2%	.	-4%	-4%
HP1b binding inh	26%	36%	-7%	23%	33%	24%
JMJD2A Tudor inh	1%	-4%	-27%	-20%	-8%	8%

37. Cc1cnc2cc(Cl)c(Cl)cc2n1
38. CCOC(=O)CN1C(=O)N[C@@H](c2cccc(F)c2)C(C(C)=O)=C1C
39. COCC(C)NC(=S)NC(=O)c1cc(S(=O)(=O)N2CCOCC2)ccc1C (stereo not drawn)
40. COc1cc(-c2nnc(SCC(=O)N3CCCc4ccccc43)o2)cc(OC)c1OC
41. CCOc1ccc(NC(=O)CCC(=O)NNC(=O)c2ccccc2Cl)cc1
42. O=C(CSc1nc2ccccc2c(=O)n1-c1ccc(F)cc1)Nc1ccc(N2CCOCC2)cc1
43. C[C@H](CO)N1C[C@H](C)[C@@H](CN(C)Cc2ccncc2)Oc2c(NC(=O)CCC(F)(F)F)cccc2C1=O
44. Cc1csc(NC(=O)C(NC(=O)c2ccccc2F)C(C)C)n1 (stereo not drawn)
45. COc1ccc(N2CCN(C(=O)/C(C#N)=C/c3ccccc3)CC2)cc1
Compound	37	38	39	40	41	42	43	44	45
ERG-DNA inh	-9%	6%	-1%	0%	13%	9%	5%	0%	-13%
G9a block	-4%[59 µM]	.	10%[59 µM]	10%[59 µM]	8%	45µM*	.	9%	?
Pin1 inh	5%	-5%	2%	2%	2%	-6%	-2%	-12%	16%
PI4K2A block	-3	3	2	-5	1	1	0	-6	21
GLS inhibitor	?	2%	?	1%	-3%	1%	11%	-7%	17%
BAZ2B block	0%	.	-9%	-17%	0%	-4%	.	-7%	50µM*
PGK inhibitor	-11%	-5%	6%	-7%	-9%	-15%	1%	-5%	-6%
HP1b binding inh	76%[activator]	20%	18%	11%	36%	25%	25%	10%	17%
JMJD2A Tudor inh	-21%	-8%	-8%	-14%	-21%	0%	-13%	-8%	-27%

Filtered by structure, those above with an NH in an aromatic ring.
7. CCCCN(C(=S)Nc1cccc(C)c1C)c1c(N)n(CCC)c(=O)[nH]c1=O
10. O=C(Nc1ccccc1)c1ccc(=O)[nH]n1
18. COc1cc(CNn2cn[nH]c2=S)cc(Cl)c1OCc1ccc(F)cc1
30. COc1ccc(/C=N/Nc2ncnc3c2[nH]c2ccccc23)c(OC)c1OC
Compound	7	10	18	30
ERG-DNA inh	8%	4%	-4%	-7%
G9a block	-3%	-8%[2.33 µM]	5.6µM*	17%[59 µM]
Pin1 inh	-2%	-10%	3%	8%
PI4K2A block	4	-2	-6	-5
GLS inhibitor	11%	6%	-3%	1%
BAZ2B block	-9%	9%	1%	5%
PGK inhibitor	6%	3%	-9%	-9%
HP1b binding inh	21%	14%	18%	16%
JMJD2A Tudor inh	-4%	0%	-19%	-31%
